# CRFBP-R2 agonist: CRF-BP/CRF-R2 complex agonism; HEK293 CRF-R2/CRF-BP, calcium dye fluorescence (FLIPR); percent of saturating CRF peptide response; hit rate 0.46% among 350,000; activation, % at 13.2 µM;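 active = activation of at least 50%, plus an integration ratio under a set limit after plate pattern correction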;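 also: plate controls were neutral control wells without compound for no effect and CRF at EC100 for full effect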
# CHRM4 agonist: CHRM4 agonism in calcium assay | CHO-K1 hM4/Gqi5, Fluo-8 calcium fluorescence; vehicle 0%, full acetylcholine response 100% | activation, % at 3 µM | hit rate 0.14% among 360,000 | AID 624127;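 active = activation above the run mean over all test wells plus 3 SD, cut at about 32% in these data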;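 also: peak over basal fluorescence ratio per well then scaled between controls; 0% = DMSO wells and 100% = acetylcholine at EC100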
# Target sequence (P08173 whole entry, looked up): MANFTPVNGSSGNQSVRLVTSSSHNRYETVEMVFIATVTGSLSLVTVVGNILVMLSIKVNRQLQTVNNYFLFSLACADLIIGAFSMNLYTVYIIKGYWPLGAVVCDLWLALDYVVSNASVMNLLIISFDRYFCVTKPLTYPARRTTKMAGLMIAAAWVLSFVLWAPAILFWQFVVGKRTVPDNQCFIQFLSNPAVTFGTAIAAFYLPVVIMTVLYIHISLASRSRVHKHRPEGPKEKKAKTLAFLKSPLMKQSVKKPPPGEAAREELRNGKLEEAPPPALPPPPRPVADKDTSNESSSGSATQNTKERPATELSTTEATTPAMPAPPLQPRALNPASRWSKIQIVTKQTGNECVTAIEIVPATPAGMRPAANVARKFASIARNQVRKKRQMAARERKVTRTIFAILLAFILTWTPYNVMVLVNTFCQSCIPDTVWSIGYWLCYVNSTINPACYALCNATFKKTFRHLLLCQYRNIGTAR
# M5 PAM: potentiates acetylcholine response at human M5 receptor | P08912 | CHO-K1 hM5, Fluo-8 calcium, ACh EC20 PAM; 0% = ACh EC20, 100% = ACh EC100 | activation, % at 3 µM | hit rate 0.3% among 360,000;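 active = activation above the run cutoff, the mean activation of all test compounds plus 3 SD, cut at about 18% in these data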
# Target sequence (P08912 whole entry, looked up): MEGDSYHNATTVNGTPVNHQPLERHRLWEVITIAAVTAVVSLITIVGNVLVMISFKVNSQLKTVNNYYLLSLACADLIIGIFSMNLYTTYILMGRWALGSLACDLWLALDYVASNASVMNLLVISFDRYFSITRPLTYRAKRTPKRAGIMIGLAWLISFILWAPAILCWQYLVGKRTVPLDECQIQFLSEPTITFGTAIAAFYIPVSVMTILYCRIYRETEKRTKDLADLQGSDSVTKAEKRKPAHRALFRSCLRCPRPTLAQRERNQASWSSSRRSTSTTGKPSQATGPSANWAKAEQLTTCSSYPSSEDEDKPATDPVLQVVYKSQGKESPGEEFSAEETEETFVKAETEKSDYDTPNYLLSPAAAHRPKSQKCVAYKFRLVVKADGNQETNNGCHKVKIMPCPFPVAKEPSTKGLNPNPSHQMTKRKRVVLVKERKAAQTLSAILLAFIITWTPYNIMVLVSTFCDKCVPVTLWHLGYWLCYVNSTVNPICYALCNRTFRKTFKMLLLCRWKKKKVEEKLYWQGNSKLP
#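 Assay system: CHO-K1 hM5 cells. Also added: acetylcholine at EC20 concentration, added after compound. Dosing: 3 µM, single dose. Times: compound preincubation 140 s before EC20 acetylcholine addition. Signal: Fluo-8 calcium fluorescence. Measure: % activation relative to EC20 and EC100 ACh responses. Repeats: singlicate, one well per test compound.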
# M5 ag: agonists of human muscarinic M5 receptor (CHRM5). P08912. CHO-K1 hM5 cells, Fluo-8 calcium fluorescence; 0% DMSO wells, 100% maximal acetylcholine response. activation, % at 3 µM. hit rate 0.19% among 360,000. AID 624037;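 active = activation above the run's mean over test compounds plus 3 SD, cut at about 23% in these data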;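 also: signal is peak over basal fluorescence ratio across the kinetic read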
# CRFR2-BP antag: CRF-BP/CRF-R2 complex antagonism | HEK293 CRF-R2/CRF-BP, CRF-induced calcium fluorescence | inhibition, % at 11.8 µM | hit rate 0.59% among 350,000;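 active = inhibition of the ligand-induced calcium signal above about 50% at the single tested concentration, limit read from the data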
# M5 antag: blocks acetylcholine activation of human M5 receptor; CHO-hM5 cells, Fluo-8 calcium fluorescence, ACh EC80; AID 624040; inhibition, % at 3 µM; hit rate 0.59% among 360,000; P08912;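 active = inhibition above a per-plate cutoff, the mean of that plate's test compounds plus 3 SD, cut at about 27% in these data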;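 also: 0% = acetylcholine EC80 with DMSO and 100% = DMSO without agonist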
# CHRM4 PAM: CHRM4 positive allosteric modulation | P08173 | CHO-K1 hM4/Gqi5, Fluo-8 calcium fluorescence, ACh EC20; 0% = ACh EC20, 100% = maximal ACh | activation, % at 3 µM | hit rate 0.4% among 360,000;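 active = activation above its plate's cutoff, the mean activation of sample wells plus 3 SD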; also: some results filed as inactive read as strong as hits
# IDE cell inh: inhibitors of human insulin-degrading enzyme in cells | P14735 | HEK cells, FAbetaB cleavage, fluorescence polarization | inhibition, % at 5.59 µM | hit rate 0.41% among 320,000 | AID 434962;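 active = percent inhibition above the average of all tested compounds plus 3 SD, set per screening campaign, cut at about 16% in these data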;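 also: IDE supplied by intact live HEK cells; FP after avidin binding of uncleaved biotin substrate so inhibition keeps polarization high; 0% = DMSO wells and 100% = 60 µM reference IDE inhibitor Ii1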
# M4 antag: blocks acetylcholine activation of human M4 receptor | CHO-hM4 cells, ACh EC80, Fluo-8 calcium fluorescence | AID 624125 | inhibition, % at 3 µM | hit rate 0.73% among 360,000 | P08173;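 active = inhibition above its plate's cutoff, the mean inhibition of sample wells plus 3 SD, cut at about 27% in these data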;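 also: 0% = acetylcholine EC80 with DMSO and 100% = DMSO without agonist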
# Active calls of the source: *; nt = not tested or not shown. No enrichment for hits (roughly 2.9% active in at least one column).
SMILES,CRFBP-R2 agonist,CHRM4 agonist,M5 PAM,M5 ag,CRFR2-BP antag,M5 antag,CHRM4 PAM,IDE cell inh,M4 antag
Cc1nonc1NC(=O)Nc1cccnc1,-0.4,1,-6,0,7,1,-3,2,3
Cc1cc(CN2CCN(CC(=O)Nc3cc(C(F)(F)F)ccc3-n3cncn3)CC2)no1,1.0,2,-4,-2,-1,8,3,-1,0
COc1ccc([N+](=O)[O-])cc1N/C(=N/S(=O)(=O)c1ccccc1)c1ccccc1,-4.1,-1,2,-3,-17,2,-5,6,-1
CCN1CCN(S(=O)(=O)Cc2ccccc2)CC1,3.1,0,3,-3,-26,-3,-5,4,9
Cc1cccc(N2C(=O)C(Cl)=C(N3CCOCC3)C2=O)c1,-0.6,0,6,-2,9,-3,-1,-1,5
COc1ccc(N2CCN(C(=O)C3CCN(S(=O)(=O)c4ccccc4)CC3)CC2)cc1,0.9,2,4,1,-11,0,1,-1,-3
O=[N+]([O-])c1ccc(/C=N/NC(=S)Nc2ccc(Cl)cc2Cl)s1,0.5,2,1,-2,-18,4,-3,1,5
Cn1cc(-c2csc(C(C)(O)c3cccc(F)c3)n2)cn1 (stereo not given),nt,1,3,1,nt,-4,1,nt,-5
O=C(NCC1CCCO1)C1c2ccccc2Oc2ccccc21 (stereo not given),0.1,0,0,-6,1,1,-4,0,9
COc1cc(/C=N/NC(=O)c2nnn(-c3nonc3N)c2-c2cccs2)ccc1O,-0.8,13,6,5,1,-26,0,0,-7
O=C(CSc1nnc(-c2ccccc2)o1)OCc1ccccc1,1.0,0,-1,1,4,-1,2,-3,5
CCOC(=O)C1=CN(CC)S(=O)(=O)NC1c1ccc(C(F)(F)F)cc1 (stereo not given),0.9,2,-2,0,-6,-6,8,nt,-22
Nc1ccc(C(=O)NCCCCCCNC(=O)c2ccc(N)cc2)cc1,1.9,4,-1,-1,-11,5,-6,4,0
O=C(CSCc1ccccc1Br)N/N=C/c1ccccc1C(=O)O,-0.4,4,-4,-2,20,2,6,-1,-6
NC(=O)NCc1ccc(C(=O)OCc2ccncc2)cc1,-1.4,1,2,1,6,9,-5,-3,10

# Results in M4 antag, for four of the compounds above:
SMILES	M4 antag
COc1ccc(N2CCN(C(=O)C3CCN(S(=O)(=O)c4ccccc4)CC3)CC2)cc1	-3
O=[N+]([O-])c1ccc(/C=N/NC(=S)Nc2ccc(Cl)cc2Cl)s1	5
Cn1cc(-c2csc(C(C)(O)c3cccc(F)c3)n2)cn1 (stereo not given)	-5
O=C(NCC1CCCO1)C1c2ccccc2Oc2ccccc21 (stereo not given)	9

# (list continues)
SMILES,CRFBP-R2 agonist,CHRM4 agonist,M5 PAM,M5 ag,CRFR2-BP antag,M5 antag,CHRM4 PAM,IDE cell inh,M4 antag
O=C(c1ccc(-c2ccccc2)cc1)N1CCCC1,-1.3,-2,6,0,13,-11,4,7,2
C/C(=C\c1cc(C(=O)O)c(C)o1)CO,-0.9,0,6,3,8,-9,7,5,-4
Cc1ccc(C(=O)OCc2nnc(-c3ccccc3)o2)o1,-0.6,1,2,0,-3,-2,18,4,5
O=C(COC(=O)c1cc(S(=O)(=O)N2CCOCC2)ccc1F)Nc1ccccc1C(F)(F)F,4.0,5,-3,0,1,3,-2,nt,-12
O=c1c2ccccc2cnn1Cc1n[nH]c(=S)n1C1CC2CCC1C2 (stereo not given),-0.9,4,-1,0,5,10,-9,1,-11
Cc1cc(C)cc(OCC(=O)NN2Cc3ccccc3C2=N)c1,-1.8,0,2,-9,0,8,-7,1,4
Cn1nc(C(F)(F)F)c(-c2ccccc2)c1N,-3.2,-1,-1,-3,8,10,-2,0,1
Cn1c(CCc2nc3ccccc3[nH]2)n[nH]c1=S,-0.1,1,-3,-2,16,-5,-4,0,2
Oc1ccccc1N1CCN(CC(O)COC2CCCc3ccccc32)CC1 (stereo not given),-1.0,3,-8,-6,3,21,-15,2,20
CCc1nnc(NC(=O)C(C)C)s1,1.9,0,-2,-1,27,-1,-5,9,1
COc1ccc(NC(=O)C2CC2(Cl)Cl)cc1S(=O)(=O)N1CCCCC1 (stereo not given),-1.3,15,-4,5,-12,-7,-3,nt,-2
COc1ccc(NC(=O)CSc2n[nH]c(C)c2[N+](=O)[O-])cc1,-2.3,1,-9,3,3,3,-10,1,-10
Cc1cc2cc(C=C(C#N)C#N)c(Cl)nc2cc1C,23,2,-1,0,-91,9,1,3,3
O=S1OCCN1c1ccccc1 (stereo not given),7.3,0,2,0,-7,1,5,0,0
C#CCOCCOCCOCCNc1nc(N2CCN(C(=O)CCCCCCCCCCNC(=O)[C@@H]([C@H](C)O)n3cc(C)nn3)CC2)nc(N2CCN(C(=O)CCCCCCCCCCNC(=O)[C@@H]([C@H](C)O)n3cc(C)nn3)CC2)n1,3.5,3,-8,3,5,9,0,10,5
CC1(CCl)N([O-])C2=C(CCCC2)[N+]1=O (stereo not given),-2.8,2,9,1,10,-5,-4,0,-10
CC(=O)NCCNC(=O)C1Cc2c(-c3ccc(Cl)cc3)ccnc2O1 (stereo not given),nt,0,3,-2,nt,11,-2,nt,1
CC(C)(C)c1ccc(S(=O)(=O)NC(Cc2ccccc2)C(=O)O)cc1 (stereo not given),-2.2,-1,16,-7,-1,-3,-3,5,-5
Cc1nn(C)cc1C1C(C#N)=C(N)N(c2cccnc2)C2=C1C(=O)CCC2 (stereo not given),0.4,0,2,-1,28,1,14,7,-5
COc1ccc(CNCC(O)COc2ccc(C(C)(C)c3ccccc3)cc2)cc1 (stereo not given),2.0,7,1,1,-21,11,-2,-7,11
NC(=O)CSc1nnc(-c2ccncc2)o1,1.2,1,0,-3,0,-4,-5,7,-4
OC(CNc1nc(C(F)(F)F)nc2ccccc12)c1ccccc1 (stereo not given),2.6,15,-14,-3,-11,17,-1,0,-7
O=C(NCc1ccco1)/C(=C\c1ccccc1)NC(=O)c1ccccc1,0.6,1,-5,-1,-8,15,2,1,1
CC(=O)Nc1ccc(C(=O)OCC(=O)NC(=O)NC(C)(C)C)cc1,1.3,3,-8,-1,-8,0,-3,0,-11
Cc1nc(C)c2c(c1C(F)(F)F)-c1ccccc1C2(F)F,2.1,1,-5,0,-2,-4,12,10,-19
COc1ccc(NS(=O)(=O)c2ccc3oc(=O)ccc3c2)cc1,-1.4,6,-9,3,3,1,-6,2,-5
Nc1nc(-c2ccc3c(c2)CCC(=O)N3)cs1,-2.3,1,-5,-1,3,10,-5,10,-6
Cn1c(=O)c2c(nc(CN3CCN(Cc4ccccc4)CC3)n2Cc2ccc(F)cc2)n(C)c1=O,-0.3,4,-4,-4,-1,-1,-5,0,-14
NC(=O)C1(S(=O)(=O)c2ccccc2)CCCCC1,4.4,0,-1,-3,-11,-4,-2,1,-1
CC(=O)Nc1ccc(NC(=O)COc2ccccc2C(=O)Nc2cccc(Cl)c2Cl)cc1,2.2,2,-2,0,20,4,0,nt,2
O=C(N/N=C/c1c[nH]c2ccccc12)c1cc2ccccc2o1,-1.3,3,-7,-5,-6,8,1,3,0
O=C(NNc1nc(-c2ccccc2)c2cc(Br)ccc2n1)c1ccc(S(=O)(=O)N2CCCCC2)cc1,3.0,0,7,-3,16,-2,28,7,-8
COc1ccc(C(=O)OCc2cc3cccc(C)c3[nH]c2=O)cc1,-1.4,2,3,-4,5,-3,3,-1,-13
COC(=O)C1=CN(c2ccc(OC)cc2OC)C(N)=C(C#N)C1c1cccc([N+](=O)[O-])c1 (stereo not given),nt,5,-5,-1,nt,6,-3,nt,4
CCCCOC(=O)NC1(C)CCS(=O)(=O)C1 (stereo not given),0.0,0,-1,-5,13,3,8,-2,-12
O=C(CCc1nc(-c2ccccc2)no1)Nc1cccc(C(=O)NC2CC2)c1,-1.3,6,-6,9,-2,4,10,2,-11
COc1ccc(N=Nc2nc3cc(Br)c(Br)cc3n2C)c(OC)c1,41,1,-1,0,-34,2,-4,-18,1
CN(Cc1ccccc1NS(=O)(=O)c1ccc2ccccc2c1)C1CCCCC1,2.1,13,-17,-10,17,23,-11,-1,-4
Cc1ccc(C(=O)OCC(=O)NCCNC(=O)COC(=O)c2ccc(C)o2)o1,0.5,1,4,1,-7,-7,18,-3,-12
COc1ccccc1C(=O)N/C(=N/c1nc(C)cc(C)n1)Nc1ccccc1,-0.2,0,0,-2,3,4,7,-1,10
COc1cc2sc(C)nc2c2ccccc12,-6.4,-1,2,0,-24,-3,6,-4,2
CCOc1ccc(NC(=O)CN2CCN(CC(=O)Nc3cc(OC)cc(OC)c3)CC2)cc1,-1.5,1,11,-1,-2,4,9,0,-1
C=CCn1c(NCc2cc(C)ccc2O)nc2ccccc21,0.5,6,-4,2,-23,3,0,-1,-8
COc1ccccc1/C=C/C(=O)Oc1cccc2cccnc12,-0.7,1,4,-5,0,3,8,10,-4
O=c1c2cc(Cl)ccc2nc(-c2ccccc2Cl)n1O,0.9,0,-8,-3,-14,3,-1,-3,13
CC(NC(=O)CSc1nnc(-c2cccnc2)n1N)c1ccccc1 (stereo not given),-2.9,0,6,2,10,3,0,0,-5
CC1(C)CC(=O)C2=C(C1)NC(SCC(=O)Nc1ccccc1)=C(C#N)C21CCCCC1,2.1,1,-7,-5,-8,9,2,0,-5
COc1ccccc1-c1noc(CCC(=O)Nc2cc(C(F)(F)F)ccc2Cl)n1,0.4,2,19*,0,-20,2,24,9,31*
CCOc1ccc(NC(=O)CSC2=NCCN2)cc1,0.1,0,-2,-3,8,-1,7,3,5
Cc1cc(F)ccc1NC(=O)c1cc(S(=O)(=O)N2CCOCC2)cn1C,-1.5,1,-4,1,17,2,-1,2,4
O=C(COC(=O)CNC(=O)C1CCCCC1)Nc1cccc(F)c1,-0.3,1,-1,3,16,6,3,-5,4
COc1ccccc1NC(=O)CCN1CCN(Cc2ccccc2)CC1,2.6,2,1,-1,-2,-7,1,2,-13
O=[N+]([O-])c1cc(C2Nc3cccc4cccc(c34)N2)ccc1Cl,-2.0,1,0,-1,-4,7,3,0,2
Cc1csc(CN(C)C(=O)c2cn(Cc3cccc4ccccc34)nn2)n1,2.6,2,-3,-3,-25,4,-1,0,5
COC(=O)c1ccc(COc2ccccc2/C=C(\C#N)C(=O)Nc2ccc(C)cc2)cc1,1.8,1,-1,0,-18,-1,6,5,5
C/C(=N\Nc1nncc2ccccc12)c1ccc(OCC(=O)N(C)C)cc1,-1.5,1,-1,-2,10,7,0,9,-4
CCC(=O)c1ccccc1OCCN1C(=O)NC(C)(C)C1=O,-3.4,1,-8,2,-5,-3,4,6,4
c1ccc(Nc2cccc3ccccc23)cc1,1.1,-1,-5,-1,12,1,4,3,-18
COC(=O)c1cccc(S(=O)(=O)N2CCCCC2)c1,-0.5,0,-8,2,-3,8,2,4,9
Cn1c(SCCOc2ccccc2Cl)nnc1-c1cccs1,-1.9,1,1,-2,0,5,-2,2,-7
COc1ccc(NC(=O)CSc2nnc(-c3ccccc3C)n2C)cc1,-1.8,0,1,-3,9,-7,0,8,3
O=c1[nH][nH]c(=O)n1-c1ccccc1,-2.6,1,6,1,-2,2,0,-4,-6
CCOC(=O)c1ccc(N/C=C/C(=O)C(C)(C)C)cc1,0.2,8,-9,-2,-19,21,-4,3,-4
